From PubChem BioAssay
DAX1 inh-1: inhibitors of DAX1 repression of SF-1 activated StAR promoter; HEK293T StAR-luciferase reporter, SF-1/DAX-1 repression relief; inhibition, % at 6.8 µM; 370,000 tested, 1.1% active; AID 652010;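 active = inhibition above the mean over all tested compounds plus 3 SD, cut at about 3.6% in these data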;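 also: 0% = DAX-1 cells with DMSO and 100% = cells lacking DAX-1 with DMSO; higher inhibition means more luminescence from relief of DAX-1 repression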
ssDAF12 agonist: S. stercoralis DAF-12 activation, primary screen. HEK293 ssDAF-12/GRIP1 lit1-tk-luc reporter, luminescence; % of 3 µM dafachronic acid response. activation, % at 6.8 µM. 370,000 tested, 1% active;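 active = activation above the mean over all tested compounds plus 3 SD, cut at about 0.9% in these data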;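 also: 0% = DMSO-only wells and 100% = 3 µM delta7-dafachronic acid wells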
ADAM10 inh: ADAM10 inhibition, QFRET primary screen; O14672; inhibition, % at 7 µM; recombinant ADAM10, EDANS/DABCYL FRET peptide cleavage, 3 h; 370,000 tested, 0.62% active;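 active = inhibition above a per-campaign cutoff equal to the mean of compounds falling between control-based bounds plus 3 SD, cut at about 20% in these data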;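 also: 0% = DMSO wells while the 100% control is not disclosed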
sPLA2-III inh: Inhibits HGIII-sPLA2 liposome hydrolysis, primary screen. Q9NZ20. inhibition, % at 12.2 µM. AID 743126. QFRET BODIPY PC-A2 liposome hydrolysis, fluorescence. 370,000 tested, 0.56% active;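 active = inhibition above mean plus 3 SD of compounds lying within the high and low control bounds, cut at about 19% in these data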;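 also: 0% = median of test compound wells and 100% = no enzyme DMSO wells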
PLCg1 inh: inhibitors of human phospholipase C gamma1 | P19174 | purified PLC-gamma1, fluorogenic substrate, fluorescence | inhibition, % at 12.2 µM | 370,000 tested, 0.84% active | AID 720700; in the data active = inhibition above about 9.5%
hcDAF12 agonist: activates DAF-12 receptor from parasite H. contortus; HEK293 hcDAF-12 lit1-tk-luc reporter, luminescence; 0% DMSO, 100% Δ7-dafachronic acid; activation, % at 6.8 µM; 370,000 tested, 1.4% active;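 active = activation above the mean of all tested compounds plus 3 SD, cut at about 5.5% in these data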;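 also: 100% = response to 3 µM Δ7-dafachronic acid high control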
DAX1 inh-2: inhibitors of human orphan nuclear receptor DAX1 (NR0B1) | P51843 | HEK293 Gal4-DAX1 luciferase reporter, luminescence | inhibition, % at 6.75 µM | 340,000 tested, 0.99% active | AID 504766;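 active = inhibition above the mean over all tested compounds plus 3 SD, cut at about 4.2% in these data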;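 also: 0% = DAX1-transfected cells with DMSO and 100% = empty-vector control cells with DMSO; inhibition shows as a rise in luminescence from relieved DAX1 repression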
Target sequence (P51843 207-470 limits assumed): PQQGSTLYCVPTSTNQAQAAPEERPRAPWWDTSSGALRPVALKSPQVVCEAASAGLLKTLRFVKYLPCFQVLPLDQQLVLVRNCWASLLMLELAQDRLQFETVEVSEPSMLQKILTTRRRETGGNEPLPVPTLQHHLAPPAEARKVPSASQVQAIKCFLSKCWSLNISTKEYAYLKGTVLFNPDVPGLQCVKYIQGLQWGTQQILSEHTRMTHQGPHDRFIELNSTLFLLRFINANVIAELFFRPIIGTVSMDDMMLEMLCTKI
hgDAF12 agonist: hgDAF-12 agonism, primary luciferase screen | 370,000 tested, 1.8% active | activation, % at 6.8 µM | AID 687014 | HEK293 GAL4-hgDAF12 UAS-luciferase reporter, agonist luminescence; normalized to butyrate control;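 active = activation above a cutoff set at the mean of all screened compounds plus 3 SD, cut at about 10% in these data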;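 also: 0% = DMSO wells and 100% = sodium butyrate wells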
GAA850 FXN act: activators of GAA850 frataxin (FXN) promoter; HEK293 lucGAA850 FXN promoter luciferase reporter, 24 h; percent of 10 µM SAHA response; activation, % at 6 µM; 360,000 tested, 0.56% active; AID 540364;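 active = activation above the average of all compounds screened plus 3 SD, cutoff fixed separately per campaign, cut at about 7.5% in these data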;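 also: 0% = DMSO wells and 100% = 10 µM SAHA wells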
ADAM17 inh: ADAM17 inhibition, QFRET primary screen; recombinant ADAM17, EDANS/DABCYL FRET peptide cleavage; inhibition, % at 6.95 µM; 370,000 tested, 0.83% active; AID 720648;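 active = inhibition above the mean of compounds lying between control limits plus 3 SD, set per campaign, cut at about 8.5% in these data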;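 also: 0% = DMSO-only wells as the low control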
Target sequence (P78536 215-824 limits assumed): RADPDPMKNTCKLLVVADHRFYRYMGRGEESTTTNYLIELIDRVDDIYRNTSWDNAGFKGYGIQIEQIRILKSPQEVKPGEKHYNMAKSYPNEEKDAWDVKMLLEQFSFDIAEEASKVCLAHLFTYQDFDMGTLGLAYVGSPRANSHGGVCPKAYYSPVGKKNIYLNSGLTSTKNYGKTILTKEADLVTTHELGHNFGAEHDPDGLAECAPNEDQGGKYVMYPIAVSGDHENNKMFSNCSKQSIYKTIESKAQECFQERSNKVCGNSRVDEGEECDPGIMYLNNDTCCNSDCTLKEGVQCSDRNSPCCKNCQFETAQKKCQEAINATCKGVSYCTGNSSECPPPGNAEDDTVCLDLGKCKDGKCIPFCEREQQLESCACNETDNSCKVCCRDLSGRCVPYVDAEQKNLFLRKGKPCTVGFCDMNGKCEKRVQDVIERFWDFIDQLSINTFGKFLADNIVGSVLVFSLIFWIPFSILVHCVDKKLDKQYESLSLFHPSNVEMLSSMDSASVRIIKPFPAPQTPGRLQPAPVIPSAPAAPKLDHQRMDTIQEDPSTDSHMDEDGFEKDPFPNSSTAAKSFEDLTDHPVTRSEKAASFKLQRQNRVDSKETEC
PLC-beta3 inh: blocks human PLC-beta3 enzyme activity. Q01970. Purified PLC-beta3, fluorogenic substrate, fluorescence. inhibition, % at 12.2 µM. 370,000 tested, 0.18% active; in the data active = inhibition above about 11%;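 also: 0% = median of compound wells on plate and 100% = full blocker control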
* hit, by the source's call; i = inactive; / = not tested or not shown.

nr	SMILES	DAX1 inh-2	hgDAF12 agonist	PLC-beta3 inh	ssDAF12 agonist	DAX1 inh-1	hcDAF12 agonist	PLCg1 inh	ADAM17 inh	GAA850 FXN act	ADAM10 inh	sPLA2-III inh
1	CCOc1ccc(/C=C2\CCC(C3CCCC3)C2=O)cc1OC (centres undefined)	-0.1	1.7	-5	-1.2	0.0	-0.3	0	-2	4.0	-4	3
2	CS(=O)(=O)N1CCc2cc(C(=O)N3CCCCC3)ccc21	0.5	1.0	1	-1.5	-0.5	-1.2	1	0	0.0	0	-1
3	CCC(=O)N1CCc2cc(Br)cc(S(=O)(=O)N3CCCCC3CC)c21 (centres undefined)	-1.1	1.8	2	-0.7	0.8	-0.3	4	1	-0.8	5	-2
4	CCC(=O)Nc1cccc(-c2cn3ccsc3n2)c1	-0.5	1.4	1	-0.6	-0.2	-1.2	-2	-6	1.7	-2	-1
5	CC(/C=N/NC(=O)NC1CCCCC1)=C\c1ccccc1	-0.7	0.0	4	-1.1	0.0	0.7	4	5	2.9	6	2
6	Nc1ccc(S(=O)(=O)c2ccc(N)cc2)cc1	-0.9	-0.2	4	-1.1	-0.4	0.3	5	-2	-1.1	11	6
7	O=C(N/N=C/c1cn(CC(=O)N2CCOCC2)c2ccccc12)c1cccnc1	0.7	1.6	-14	-0.8	-0.2	-2.4	-9	-2	2.0	9	-1
8	COc1cccc(N(CC(=O)NCc2ccco2)C(=O)CCC(=O)Nc2nccs2)c1	0.6	-3.7	-1	-1.4	-0.1	-0.2	-1	-3	-1.1	-1	-14
9	CC(C#N)On1c(SC(C)C#N)nc2ccccc2c1=O (centres undefined)	-0.4	0.2	0	-1.8	0.1	0.1	0	-3	3.1	-1	7
10	CC(C)(C)c1cc(NC(=O)c2cccc(S(=O)(=O)N3CCOCC3)c2)no1	-1.1	-2.3	3	-1.8	-1.1	-4.2	2	2	3.2	6	-6
11	C[C@H](CO)N1C[C@H](C)[C@H](CN(C)C(=O)c2ccncc2)OCc2ccccc2-c2c(n(C)c3ccccc23)C1=O	2.7	1.1	-4	-1.4	0.7	-0.5	3	0	4.1	-6	4
12	CN(C)C(=O)COn1c(SCC(=O)N(C)C)nc2ccccc2c1=O	0.6	0.3	1	-0.8	-0.2	0.6	5	0	-2.4	-1	0
13	O=C(Nc1cccc2ncccc12)c1ccco1	-1.2	-1.4	-12	-0.8	-0.3	-1.4	1	-5	1.6	-7	10
14	Cc1ccc(C(C[N+](=O)[O-])c2c(C)[nH]n(-c3ccccc3)c2=O)cc1 (centres undefined)	0.9	1.6	3	-0.8	-0.2	1.1	6	2	-4.4	8	4
15	Cc1cc(NS(=O)(=O)c2ccc(NC(=O)COc3c(C)cc(Br)cc3C)cc2)no1	-0.4	-0.6	-14	-1.2	0.0	0.5	-5	-2	0.9	0	-52
16	CC(=O)N(c1ccc(Cl)cc1)c1nc(C)cc(C)c1C#N	-0.1	-0.9	4	-0.4	1.0	3.4	1	2	3.4	1	-3
17	Cc1nc2ncnn2c(C)c1CCC(=O)O	2.2	-1.3	9	-1.1	-0.6	-0.4	10*	3	2.0	0	6
18	CCOc1ccccc1NC(=O)CN1CCC(NC(=O)c2ccccc2C)CC1	-3.1	-0.9	-5	-1.4	-1.1	-4.0	2	-1	-0.2	-1	-1
19	COCCNc1nc(NCc2ccccc2OC)c2sccc2n1	/	-3.2	1	-1.9	-1.7	-3.4	-1	-3	-2.2	-15	-7
20	Cc1ccc(S(=O)(=O)NCC(=O)N(CC(=O)NC(C)(C)C)Cc2ccc3c(c2)OCO3)cc1	2.1	1.4	-1	-1.0	0.1	-0.2	0	-3	0.2	-3	3
21	COc1ccc(C2CC(c3cccc(Br)c3)=NN2c2ccc(S(N)(=O)=O)cc2)cc1 (centres undefined)	-0.5	5.7	i	-1.7	-3.5	1.4	i	i	-1.1	i	-11
22	CCn1c(SCC(=O)NC2CCCCC2C)nnc1-c1ccc(OC)cc1 (centres undefined)	-0.4	1.0	-1	-1.4	-0.5	-1.7	0	-2	-1.8	-2	3
23	NC(=O)c1ccsc1NC(=O)CN1C(=O)NC2(CCCCC2)C1=O	1.0	-1.5	-10	-0.5	1.1	0.9	-5	2	1.9	-2	-4
24	Cc1nnc(SCC(=O)c2c(N)n(C)c(=O)n(C)c2=O)[nH]c1=O	0.2	4.5	-1	-0.8	1.4	2.1	-5	-6	1.1	7	3
25	O=C(CSc1nnc2c(Cl)cc(C(F)(F)F)cn12)N(Cc1ccccc1)Cc1ccccc1	-0.5	-0.4	-9	-1.3	0.4	-3.5	-1	-1	-0.2	-12	6
26	Cc1ccc(S(=O)(=O)N2C[C@H]3C(=O)C[C@@H](c4ccccc4F)N(S(=O)(=O)c4ccc(C)cc4)[C@H]3C[C@H]2c2ccccc2)cc1	/	-4.2	1	-1.6	-1.0	-0.8	2	10*	/	-1	-4
27	CCc1nnc(NC(=O)Cc2c[nH]c3ccccc23)s1	-0.3	3.1	-4	-0.3	0.1	2.6	-2	-4	-0.1	-4	-23
28	Oc1[nH]c2ccccc2c1N=NC(=S)NCC1CCCO1 (centres undefined)	-0.5	0.3	3	-1.7	-1.1	-1.8	5	3	-1.3	7	-1
29	O=C1CN(C(=O)COC(=O)C23CC4CC(CC(O)(C4)C2)C3)c2ccccc2N1	1.4	-2.0	-1	-0.7	0.2	-2.2	4	-9	-1.3	4	6
30	Cc1ccc(S(=O)(=O)N2CCC(C(=O)OCC(=O)N3CCC(C)CC3)CC2)cc1C	0.6	0.2	-5	-1.5	-0.2	-0.6	1	-4	-1.4	-8	-3
31	CNC(=O)c1ccc(=O)n(Cc2cccc(C(F)(F)F)c2)c1	0.8	0.7	2	-1.2	0.4	-0.1	0	2	0.6	-5	-2
32	N#Cc1c(N2CCCC2)ccc(Br)c1Cl	4.1	2.3	-5	-1.4	-0.1	1.1	1	-1	2.0	0	-1
33	COc1ccc(/C=C2/S/C(=N/S(=O)(=O)Cc3ccccc3)NC2=O)cc1OC	0.9	-1.1	-49	-1.4	0.6	-1.5	-31	-9	1.8	-19	-10
34	CC(C)Cc1nc2sc3c(c2c(=O)n1N)CC(C(C)C)OC3 (centres undefined)	-1.9	0.0	-4	-2.0	-0.2	0.4	0	0	1.5	3	1
35	Cc1nn2c3ccccc3n(Cc3ccccc3)c2nc1=O	-0.4	-1.0	-99	-1.0	1.2	-1.6	-74	-3	1.6	-29	10
36	COc1ccc(C)cc1S(=O)(=O)NC1CCCCCC1	1.3	-2.2	-7	-0.7	2.1	1.2	1	1	-0.4	2	-2
37	Cc1ccc(C)c(S(=O)(=O)N2CCCOC2CNC(=O)C(=O)NCc2cccs2)c1 (centres undefined)	-0.2	-0.7	-4	-0.8	-0.6	0.2	3	-1	-0.4	-2	-3
38	O=C(Cn1cnc2c(oc3ccccc32)c1=O)N1CCN(c2ccccc2)CC1	1.4	3.1	2	-0.5	-0.6	3.3	0	-1	0.8	0	5
39	Cc1cc(C(=O)N2CCN(S(=O)(=O)c3ccc(F)c(Cl)c3)CC2)c(C)o1	-0.4	2.5	-6	-0.7	-0.6	1.2	4	7	2.2	7	-25
40	CCN(CC)C(=O)c1cccc(-c2csc(C(C)(NC(C)=O)c3ccc(OC)cc3)n2)c1 (centres undefined)	/	-1.5	0	-1.0	0.0	2.5	-3	-4	0.8	1	1
41	CCc1nnc(NC(=O)c2ccc(F)c(S(=O)(=O)N3CCCCC3)c2)s1	-0.8	-0.8	-1	-1.2	-1.1	-0.5	2	3	0.5	5	-7
42	CC(C)Sc1nnc([C@@H]2CCCN2C(=O)OC(C)(C)C)o1	-0.1	-2.2	-6	-1.1	0.5	-2.5	-3	-3	0.5	2	-2
43	CCOc1ccc(/C=N/NC(=O)c2csc(C)c2C)c(OCC)c1	0.2	3.8	-5	-0.8	-0.2	-1.9	-1	-4	0.7	-2	5
44	CC(=O)N1CCN(c2ccc(NC(=O)c3cccc(C)c3)cc2)CC1	3.1	3.4	-3	-1.0	-0.2	-0.4	-3	0	1.8	6	3
45	CCc1noc(C)c1C(=O)N(C)CC(=O)Nc1ccc(Br)cc1C	1.4	-0.5	-6	-0.9	0.5	-1.2	2	-4	1.1	-5	3
46	CCOC(=O)CSC1=C(C#N)C(c2ccccc2C)C2=C(CCCC2=O)N1 (centres undefined)	-0.7	-0.9	-14	-0.8	-0.7	-3.0	-12	-2	0.7	-14	-6
47	CC(C)n1nc(C(=O)Oc2cc(Cl)ccc2Cl)c2ccccc2c1=O	-0.7	-1.1	4	-1.3	0.5	3.2	2	-2	-0.2	1	3
48	Nc1ncnc2nc(SCCOc3ccc(Cl)cc3)[nH]c12	-0.2	0.2	-1	-1.2	-0.2	-0.1	0	-2	2.6	-1	-20
49	CN(C)C(=O)CCc1ccc2c3c([nH]c2c1)[C@]1(C)[C@@H](C(=O)N2CCOCC2)C[C@H](CC(=O)NCCc2ccccn2)C(=O)N1CC3	1.0	2.5	-6	-1.6	-1.2	-0.3	0	3	-0.6	-20	7
50	O=C(N/N=C/c1cccc2cccnc12)c1ccccc1O	-3.7	-10	-16	-1.3	-2.1	-1.9	-8	0	1.7	0	-6
51	COc1ccc(NC(=O)Cc2c[nH]c3ccccc23)cc1S(=O)(=O)N1CCCCC1	-0.6	0.8	4	0.4	0.1	5.4	0	1	-3.4	9	-111
